AmpC no deterg – qHTS Inhibitors of AmpC Beta-Lactamase (assay without detergent). Potency, µM (series often up to 57.1 µM), inactives show at the top dose activity change, negative = inhibition, usual class: inhibitors. AID 485341, 2010. AmpC nitrocefin hydrolysis, absorbance 480 nm, 0.0001% Triton. 330,000 tested, 0.52% active. P00811;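 also: potency is read from the fitted curve at half-maximal effect; plate controls were no compound for no effect and no enzyme for full effect; nearly all actives have a fitted effect of over 20% in size; some results filed as inactive show a strong effect at the top dose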
Target sequence (P00811 whole entry, looked up): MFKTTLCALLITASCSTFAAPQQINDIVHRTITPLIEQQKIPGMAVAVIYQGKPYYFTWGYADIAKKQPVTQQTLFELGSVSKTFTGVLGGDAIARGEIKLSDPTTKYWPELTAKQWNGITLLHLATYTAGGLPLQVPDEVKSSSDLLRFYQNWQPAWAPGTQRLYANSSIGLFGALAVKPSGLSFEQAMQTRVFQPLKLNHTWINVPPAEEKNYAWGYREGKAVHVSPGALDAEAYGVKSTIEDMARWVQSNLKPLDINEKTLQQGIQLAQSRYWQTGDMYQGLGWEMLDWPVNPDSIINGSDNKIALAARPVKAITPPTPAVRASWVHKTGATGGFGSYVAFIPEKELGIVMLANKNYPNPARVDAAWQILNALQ
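AmpC (5.3 nM in the dispensed reagent) in 20 mM phosphate pH 7.0 with 0.01% (detergent screen) or 0.0001% Triton X-100 was preincubated with compounds for 15 min at room temperature. Nitrocefin was then added from an 800 uM solution, and hydrolysis was followed at 480 nm.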
Pf growth 48h – Primary qHTS for delayed death inhibitors of the malarial parasite plastid, 48 hour incubation. P. falciparum luciferase growth in erythrocytes, 48 h. Potency, µM (top dose mostly 28.7 µM), without a hit: top-dose activity change, negative = inhibition, usual class: inhibitors. 310,000 tested, 5.9% active. AID 504832, 2011; also: potency is read from the fitted curve at half-maximal effect; % is scaled to controls: 0 for no effect and ±100 for the full control effect
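Luciferase-expressing P. falciparum in infected erythrocytes (2% hematocrit, 0.1% parasitemia final) in RPMI 1640/0.5% Albumax were exposed to compound for 48 hours at 37 C, 5% CO2; growth read as luminescence.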
Cycloheximide cs – Cycloheximide Counterscreen for Small Molecule Inhibitors of Shiga Toxin. cell reporter, cycloheximide protein synthesis inhibition counterscreen. max response, %. 300,000 tested, 12% active. AID 2314, 2010; in the data active = max response mostly above about 13%, no sharp cut-off; inactive = mostly below about 14%; also: read at 38.3 µM for the half of the compounds with a filed dose; 0% is about no effect
LmPK inhibitor – qHTS Assay for Inhibitors of Leishmania Mexicana Pyruvate Kinase (LmPK) | 290,000 tested, 0.37% active | AID 1721, 2009 | Potency, µM (titrated, usually from 57.5 µM), inactives show at the top dose activity change, negative = inhibition, most hits filed as inhibitors | Q27686 | purified LmPK, Kinase-Glo ATP luminescence, 1 h; also: potency is read from the fitted curve at half-maximal effect; % is scaled to controls: 0 for no effect and ±100 for the full control effect
Target sequence (Q27686 whole entry, looked up): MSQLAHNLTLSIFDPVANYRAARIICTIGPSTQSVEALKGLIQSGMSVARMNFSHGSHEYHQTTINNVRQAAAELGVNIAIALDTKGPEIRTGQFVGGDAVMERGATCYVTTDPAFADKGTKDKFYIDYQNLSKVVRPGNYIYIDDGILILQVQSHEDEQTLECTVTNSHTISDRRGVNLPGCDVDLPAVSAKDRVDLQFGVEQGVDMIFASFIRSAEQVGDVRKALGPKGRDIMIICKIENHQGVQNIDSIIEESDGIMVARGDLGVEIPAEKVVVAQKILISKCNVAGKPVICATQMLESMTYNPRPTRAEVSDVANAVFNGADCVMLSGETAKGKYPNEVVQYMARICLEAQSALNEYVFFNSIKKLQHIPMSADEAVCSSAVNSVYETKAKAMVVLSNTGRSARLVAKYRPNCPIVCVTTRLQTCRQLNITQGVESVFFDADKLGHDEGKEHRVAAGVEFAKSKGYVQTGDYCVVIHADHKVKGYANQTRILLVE
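0.1 nM LmPK, 0.5 mM PEP, 0.1 mM ADP; 50 mM imidazole pH 7.2, 7 mM MgCl2, 50 mM KCl; 1 h RT. Kinase-Glo luminescence readout, normalized to no-enzyme (full inhibition) and uninhibited wells.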
Shiga toxin inh – A qHTS for Small Molecule Inhibitors of Shiga Toxin; 290,000 tested, 9.2% active; inhibition, % at 38.7 µM; Vero cells, Shiga toxin protein synthesis inhibition reporter; in the data active = inhibition mostly above about 28%, no sharp cut-off; inactive = mostly below about 43%; also: 0% is about no effect
Tb PYK inh – qHTS of Trypanosoma Brucei Inhibitors. TbPYK enzyme, Kinase-Glo Plus ATP luminescence, 45 min. 410,000 tested, 0.12% active. Potency, µM (doses to about 76.8 µM), inactives show top-dose activity, negative = inhibition, usual class: inhibitors. pyruvate kinase (Trypanosoma brucei), Q57TT1. AID 624173, 2012; also: potency is read from the fitted curve at half-maximal effect; % is scaled to controls: 0 for no effect and ±100 for the full control effect; nearly all actives have a fitted effect of over 50% in size
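In this concentration-response screen, enzyme-free wells defined baseline while DMSO plates tracked drift. Each reaction combined TbPYK, substrate, compound and 130 uM ADP for 45 min at room temperature. Kinase-Glo Plus luminescence gave the signal.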
Pf growth 96h – Primary qHTS for delayed death inhibitors of the malarial parasite plastid, 96 hour incubation | P. falciparum luciferase reporter growth, 96 h | Potency, µM (titrated, usually from 28.7 µM), for inactives: at the top dose activity change, negative = inhibition, usual class: inhibitors | 320,000 tested, 6.9% active | AID 504834, 2011; also: potency is read from the fitted curve at half-maximal effect; % is scaled to controls: 0 for no effect and ±100 for the full control effect
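Parasite growth measured via integrated firefly luciferase reporter in P. falciparum. Infected erythrocytes at 2% hematocrit, 0.05% parasitemia final were treated 96 hours at 37 C under 5% CO2, and luminescence was read.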
* hit, by the source's call; ? = inconclusive; · = no result given; & = joins results of further samples; [ ] = remark or other dose. Unless noted, calls follow the shape of the dose curve; as a rule, active = well fitted curve in the direction sought with a large enough effect; inconclusive = small, poorly fitted or top-dose-only effect, or another doubt; inactive = no such curve, though single readings can be large; an effect the other way counts as inactive or inconclusive. Outcome played no part in choosing rows; 22% or so of the library scored in one or more.

SMILES	AmpC no deterg	Pf growth 48h	Cycloheximide cs	LmPK inhibitor	Shiga toxin inh	Tb PYK inh	Pf growth 96h
Cc1ccc(CCNC(=O)CSCc2ccc(F)cc2)cc1	8%	12%	-2	-6%	13	-9%	-11%
Cc1ccc(C(=O)c2ccccc2C(=O)O)cc1C	-12%	15%	7	-1%	4	-1%	11%
C/C(=C\c1ccccc1)C1Nc2cccc3cccc(c23)N1	-14%	-26%	·	·	·	·	51%[activator]
O=C(CSc1nnc(-c2ccncc2)n1CC1CCCO1)Nc1nccs1 (stereo not drawn)	-16%	-12%	-2	-1%	14	-2%	?
CCOc1ccccc1OCCCC(=O)Nc1ccc(OC)nc1	-1%	-8%	3	1%	2	4%	?
COCc1nc(-c2cc(Br)ccc2OC)no1	·	10%	1	3%	-7	2%	·
CS(=O)(=O)c1ccc(C(=O)N2CCC(C(=O)O)(c3ccccc3)CC2)cc1	-17%	16%	-3	0%	-4	0%	6%
CCNc1nc(NCc2ccccc2)nc(SCC(=O)Nc2ccccc2)n1	-35%	?	-6	0%	-10	-5%	?
COc1ccccc1NC(=O)c1cc2ccccc2o/c1=N\O	-27%	43%[activator]	22	-1%	65	-1%	-8%
CCc1nn(CC(=O)NCCCN2CCOCC2)c(=O)c2cc3sccc3n12	-13%	11%	-8	-17%	-8	0%	18%
CC(=O)c1ccc(N2CCN(C(=O)c3ccc(NC(=O)C4CCCO4)cc3)CC2)cc1 (stereo not drawn)	5%	?	14*	-3%	24	0%	212%[activator]
CC1CCCCC1NC(=O)CSc1nnc(-c2ccncc2)n1CCCN(C)C (stereo not drawn)	-3%	14%	-3	-3%	-1	30%[activator]	7%
COc1ccc(NS(=O)(=O)c2cc(NC(=O)/C=C/c3cc(OC)c(OC)c(OC)c3)ccc2N2CCCCC2)cc1	15%	1.2µM*	-3	0%	-11	-1%	2.1µM*
COc1cccc(NC(=O)N2CCC(C(N)=O)(N3CCCCC3)CC2)c1	-24%	-2%	-2	-6%	-2	10%	·
c1ccc(COCCN2CCN(CCOCc3ccccc3)CC2)cc1	56%	·	10	1%	60	-28%	-15%
COc1cccc(CN(C)C(=O)c2cccc(OCc3ccccc3)c2)c1	6%	11%	8	-4%	22	-1%	33%[activator]
N=C1C(=O)OCC1c1cc(Cl)ccc1NC(=O)Nc1ccccc1 (stereo not drawn)	-6%	?	-4	1%	23	·	-107%
OCCNC1=NCCN1	-14%	1%	-8	-1%	-12	-21%	21%
Cc1ccc(-n2nnnc2SC(C)C(=O)NCC(=O)Nc2ccc(F)c(F)c2F)c(C)c1 (stereo not drawn)	73%[activator]	-25%	0	4%	13	5%	?
CC1(C)C(=O)OC(C(=O)c2ccc(C(C)(C)C)cc2)C(C)(C)C1=O (stereo not drawn)	49%	·	8	-1%	-8	1%	?

Only Tb PYK inh and AmpC no deterg, for 5 of the compounds above:
canonical_smiles	Tb PYK inh	AmpC no deterg
COc1ccc(NS(=O)(=O)c2cc(NC(=O)/C=C/c3cc(OC)c(OC)c(OC)c3)ccc2N2CCCCC2)cc1	-1%	15%
COc1cccc(NC(=O)N2CCC(C(N)=O)(N3CCCCC3)CC2)c1	10%	-24%
c1ccc(COCCN2CCN(CCOCc3ccccc3)CC2)cc1	-28%	56%
COc1cccc(CN(C)C(=O)c2cccc(OCc3ccccc3)c2)c1	-1%	6%
N=C1C(=O)OCC1c1cc(Cl)ccc1NC(=O)Nc1ccccc1 (stereo not drawn)	·	-6%

Next compounds follow.
SMILES	AmpC no deterg	Pf growth 48h	Cycloheximide cs	LmPK inhibitor	Shiga toxin inh	Tb PYK inh	Pf growth 96h
O=C(COC(=O)CNC(=O)c1ccc(Cl)cc1Cl)Nc1ccc(N2CCOCC2)cc1	-20%	-14%	2	-3%	35	-4%	29%
Cc1cccc2cc(-c3ccccc3)c(-c3ccccc3)c[n+]12	-14%	1.9µM*	-1	2%	16	0%	1.3µM*
O=C(N/N=C/c1ccc(Cl)cc1Cl)C(=O)NC1CC1	-17%	30%	1	2%	-4	4%	?
CCOc1ccc(C2=Nn3c(nnc3-c3ccccc3OC)SC2)cc1	7%	13µM*	-5	-1%	-15	1%	?
Cc1ccc(NC(=O)C(C)N2CCc3ccccc3C2)cc1 (stereo not drawn)	2%	23%	-2	1%	5	0%	28%
CC1CN(C(=O)c2ccc(N3CCCCC3)c([N+](=O)[O-])c2)CC(C)O1 (stereo not drawn)	7%	-4%	-4	-2%	1	2%	-21%
COc1ccc(C2=C(SC)CC2=NC(C)(C)C)cc1	-11%	0%	13*	-2%	30	-3%	-3%
Cc1cccc(NC(=O)CSc2nnc([C@@H](N)Cc3c[nH]c4ccccc34)o2)c1C	89%[activator]	?	-2	5%	1	0%	1.7µM*
CC(CN1CCCC1)OC(=O)c1ccc(Br)cc1 (stereo not drawn)	-18%	-26%[0.00184 µM]	-3	2%	-5	-6%	8%
CCC1CCCCN1CCCNC(=O)CN1C(=O)COc2ccccc21 (stereo not drawn)	-17%	7%	-2	0%	-9	-6%	91%
CCc1cccc(CC)c1NC(=S)NC(C)c1ccccc1 (stereo not drawn)	-29%	?	-3	2%	-14	-2%	0%
CC1CC(C)CN(CCCNC(=O)c2csc3c2CCCCC3)C1 (stereo not drawn)	7%	?	13	0%	-2	1%	?
OCC[C@H]1C[C@@H](O)[C@H](O)[C@@]2(CCc3ccccc3O2)O1	-25%	-21%	·	·	·	4%	2%
CC(C)c1ccc2[nH]c3c(c2c1)CCC/C3=N\NC(=O)c1ccncc1	100%[activator]	?	-3	12%	-8	5%	?
CCN(CC)C(=O)c1sc(NC(=O)C(C)C)c(C#N)c1C	0%	14%	2	7%	-6	3%	-32%
COc1ccc2nc(N=Nc3ccc(N(C)C)cc3)sc2c1	-14%	5%	31*	?	126*	-23%	336%[activator]
O=C(CSc1ncnc2sccc12)Nc1ccc(S(=O)(=O)N2CCOCC2)cc1	-42%	?	·	·	·	-2%	?
O=C(NN1CCOCC1)c1ccc(Cl)c([N+](=O)[O-])c1	-12%	-19%	27*	0%	62*	6%	-3%
COc1ccc(S(=O)(=O)N(C)c2ccc(C(=O)N3CCCCC3)cc2)cc1OC	81%[activator]	-11%	-1	2%	6	2%	-4%
O=C(CCSCc1cccc(Cl)c1)NCCC1=CCCCC1	0%	0%	-3	0%	-7	-1%	-27%
CCOC(=O)c1c(/N=C/C2=C(O)CC(C)(C)CC2=O)sc(C)c1C	-10%	7%	-3	1%	22	2%	1%
Oc1c(Cl)cc(Cl)c(Cl)c1Cc1c(O)c(Cl)cc(Cl)c1Cl	-50%	12µM*	-2	2%	26	-5%&0%	9.3µM*
CN(C)c1ccc(NC(=O)CSc2nc3c(c(=O)[nH]2)CCCC3)cc1	-34%	16%	-3	2%	0	-12%	30%[activator]
COc1ccc2cc(CCNC(=O)C3CCCC3)c(=O)[nH]c2c1	-6%	?	19	2%	16	1%	-7%
CN(C)CC/C=C1\c2ccccc2CSc2ccccc21	16%	10µM*	·	·	·	5%	?
C[C@@]12C(=O)N(Cc3ccccc3)CC(=O)N1[C@H](/C=C/c1ccccc1)[C@@H]1C(=O)N(c3ccccc3)C(=O)[C@@H]12	266%[activator]	-3%	-1	-4%	11	6%	41%[activator]
CCCCC(=O)Nc1ccc2c(c1)nc(CCN1CCN(c3ccccn3)CC1)n2C	19%	23%	-3	3%	-7	1%	-25%
O=C1CC2C(=O)NCCN2C(=NC(=O)c2ccc(Cl)cc2)N1 (stereo not drawn)	-20%	40%[activator]	8	-9%	45	-8%	35%[activator]
COC(=O)c1ccc(C2c3c(oc4ccc(Cl)cc4c3=O)C(=O)N2CCN2CCOCC2)cc1 (stereo not drawn)	104%[activator]	?	-2	1%	14	-9%	-19%
CC(=O)N1CCc2c(sc(NC(=O)Cc3ccc(F)cc3)c2C(N)=O)C1	4%	?	3	3%	-3	3%	?
Cn1c(=O)n(C)c2cc(NC(=O)CSc3ccccc3)ccc21	-13%	-8%	-2	1%	-9	2%	?
CCS(=O)(=O)C(=C(Nc1ccc(OC)cc1)Nc1ccc(OC)cc1)S(=O)(=O)CC	-2%	2%	-3	-6%	-19	7%	129%[activator]
CCOC(=O)C1=C(O)/C(=C/c2cc(OC)c(OC)c(OC)c2)N=C1C	16%	?	-1	-2%	-9	-10%	0%
COc1ccc(CNC(=O)CS(=O)Cc2nc(-c3ccccc3C)oc2C)cc1 (stereo not drawn)	41%	·	-4	0%	-15	-13%	10%
COC(=O)c1cn(CCOc2ccccc2)c2ccccc12	-25%	-16%	55*	2%	79*	1%	·
O=C(Nc1cccc2ccccc12)c1cc2c(cc1Br)OCO2	-29%	72%[activator]	-1	-2%	29	23%	1%
COc1ccc(NC(=O)c2ccc(S(=O)(=O)N3CCCCCC3)cc2)c(OC)c1	2%	74%[activator]	-2	10%	-8	4%	13µM*
Cc1cc(C)c(C(=O)COC(=O)c2c(C)noc2C)cc1C	0%	2%	·	·	·	-10%	16%
C#CCOCCOCCOCCNc1nc(N2CCN(C(=O)Cn3cc(CCCCN)nn3)CC2)nc(N2CCN(C(=O)Cn3cc(CCCCN)nn3)CC2)n1	153%[activator]	2%	-3	2%	-24	-2%	-23%
Cc1cc(NC(=O)c2noc3c2CCCC3)no1	1%	67%[activator]	22*	-11%	31*	4%	24%
COc1ccc(S(=O)(=O)N2CCN(C(=O)c3c(-c4ccccc4)noc3C)CC2)cc1	62%[activator]	-1%	-9	3%	-15	-5%	?
Cc1ccc(-n2nnnc2SCC(=O)Nc2ncc(Cc3ccccc3Cl)s2)cc1	-8%	-2%	0	-5%	-3	-4%	-6%
Cc1ccccc1NCC(=O)N/N=C\c1ccc2c(c1)OCO2	-31%	0%	16	-1%	16	-1%	87%[activator]
Cc1ccc(C)c(NC(=O)Cn2cc(C(=O)C3CC3)c3ccccc32)c1	-27%	?	10	3%	-11	0%	51%[activator]
Cc1ccc(C(=O)NNC(=O)C2CCN(c3ncccn3)CC2)cc1	-6%	3%	-3	-1%	-6	15%	11%
Cc1nc2cc(NC(=O)Nc3nccs3)ccc2n1C	-33%	121%[activator]	22*	-7%	35*	0%	·
CC1CC(C)CN(C(=O)Cn2nnc(-c3ccccc3)n2)C1 (stereo not drawn)	3%	8%	-3	-4%	23	-2%	-3%
O=S(=O)(c1ccccc1)c1nc(-c2ccccc2Cl)oc1NCCN1CCOCC1	203%[activator]	·	-1	5%	-9	-9%	?

Two compounds picked at random from those above:
SMILES	AmpC no deterg	Pf growth 48h	Cycloheximide cs	LmPK inhibitor	Shiga toxin inh	Tb PYK inh	Pf growth 96h
Cc1ccc(C)c(NC(=O)Cn2cc(C(=O)C3CC3)c3ccccc32)c1	-27%	?	10	3%	-11	0%	51%[activator]
Cc1ccccc1NCC(=O)N/N=C\c1ccc2c(c1)OCO2	-31%	0%	16	-1%	16	-1%	87%[activator]

Screening results (PubChem)
